# GalR3 antag: antagonists of human GalR3. O60755. HEK293 GalR3-CNG cAMP membrane potential fluorescence; galR3 body fused to GalR1 C-terminus. inhibition, % at 3 µM. hit rate 0.44% among 360,000;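 active = inhibition above the screen-wide average plus 3 SD, cut at about 13% in these data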;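 also: forskolin and galanin both at EC90 stimulate the cells; cAMP rise reported by CNG channel membrane potential dye signal; 0% = forskolin plus galanin with DMSO and 100% = forskolin alone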
# Target sequence (O60755 1-299 limits assumed): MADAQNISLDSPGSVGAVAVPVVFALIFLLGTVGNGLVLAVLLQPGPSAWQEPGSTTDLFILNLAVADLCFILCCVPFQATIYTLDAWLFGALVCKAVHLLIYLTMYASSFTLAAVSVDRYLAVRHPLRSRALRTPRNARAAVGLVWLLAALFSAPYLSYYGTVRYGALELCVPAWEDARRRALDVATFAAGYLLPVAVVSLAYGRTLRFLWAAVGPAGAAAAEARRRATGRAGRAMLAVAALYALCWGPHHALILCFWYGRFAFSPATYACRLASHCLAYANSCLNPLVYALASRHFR
# GPR7 antag: human neuropeptides B/W receptor 1 antagonism; P48145; hit rate 1.1% among 290,000; GPR7-expressing cells, fluorescence antagonist assay; inhibition, % at 4.4 µM; in the data active = inhibition above about 16%, passing the limit was not always enough;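 also: cells stimulated with the agonist NPW; 0% = agonist with vehicle and 100% = vehicle without agonist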
# Target sequence (P48145 whole entry, looked up): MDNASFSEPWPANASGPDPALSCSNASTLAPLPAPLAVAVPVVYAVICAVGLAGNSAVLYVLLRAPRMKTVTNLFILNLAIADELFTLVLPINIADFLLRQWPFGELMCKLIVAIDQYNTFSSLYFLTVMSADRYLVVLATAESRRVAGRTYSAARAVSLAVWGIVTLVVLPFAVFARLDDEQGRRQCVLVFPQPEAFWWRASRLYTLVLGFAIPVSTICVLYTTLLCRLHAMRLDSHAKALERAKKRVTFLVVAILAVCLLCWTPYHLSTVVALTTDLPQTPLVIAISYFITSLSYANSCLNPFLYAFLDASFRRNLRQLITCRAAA
# MEKK2 WT-MEK5: raises or lowers MEK5 binding to wildtype human MEKK2 PB1 domain; binding response (% of control), % at 10 µM; bead flow cytometry, Alexa488-MEK5 binding to MEKK2 WT; actives lie on both sides; hit rate 1.1% among 290,000; Q9Y2U5; in the data active = binding response below about 67% or above about 130%
# MEKK3 PB1 HTS: modulators (inhibitors or enhancers) of MEK5 binding to human MEKK3 PB1 domain. hit rate 1.4% among 290,000. AID 1529. Q99759. bead-based flow cytometry, Alexa488-MEK5 binding to MEKK3; actives lie on both sides; 0 = blocked by unlabeled MEK5, 100 = vehicle. binding response (% of control), % at 10 µM;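 active = binding response more than 3 SD above or below the average of its plate-row segment, actives on both sides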;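 also: Alexa488 bead fluorescence after subtracting the streptavidin-only scavenger bead signal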
# NALP1 inh: inhibitors of NALP1 inflammasome in yeast; S. cerevisiae NALP1/ASC/caspase-1 growth, X-gal OD620, 72 h; inhibition, % at 10 µM; hit rate 0.61% among 280,000; AID 2071; in the data active = inhibition mostly above about 24%, no sharp cut-off; inactive = mostly below about 32%; also: some compounds called inactive have numbers as strong as hits
# V1R ag counter: counter-screen for oxytocin receptor agonists: human V1a receptor agonists | P37288 | hit rate 0.25% among 320,000 | activation, % at 3 µM | CHO-V1R cells, Fluo-8 calcium fluorescence, agonist mode; 0% DMSO, 100% 3 nM vasopressin;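 active = activation above the mean activation of all tested compounds plus 3 SD, per screening run, cut at about 20% in these data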;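 also: signal is peak over basal fluorescence ratio across a 100 second FLIPR read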
# OXTR ag: activates the human oxytocin receptor; P30559; CHO-OTR cells, Fluo-8 calcium fluorescence; normalized: DMSO 0%, oxytocin 100%; activation, % at 3 µM; hit rate 0.32% among 320,000;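 active = activation above the mean of all tested compounds plus 3 SD, cutoff set per screening run, cut at about 20% in these data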;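 also: peak over basal fluorescence ratio from a 100 s FLIPR kinetic read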
# PHOSPHO1 inh: PHOSPHO1 (human) inhibition. inhibition, % at 13.3 µM. hit rate 1.1% among 290,000. Q8TCT1. AID 1565. recombinant PHOSPHO1, absorbance phosphatase assay; in the data active = inhibition above about 60%
# Target sequence (Q8TCT1 whole entry, looked up): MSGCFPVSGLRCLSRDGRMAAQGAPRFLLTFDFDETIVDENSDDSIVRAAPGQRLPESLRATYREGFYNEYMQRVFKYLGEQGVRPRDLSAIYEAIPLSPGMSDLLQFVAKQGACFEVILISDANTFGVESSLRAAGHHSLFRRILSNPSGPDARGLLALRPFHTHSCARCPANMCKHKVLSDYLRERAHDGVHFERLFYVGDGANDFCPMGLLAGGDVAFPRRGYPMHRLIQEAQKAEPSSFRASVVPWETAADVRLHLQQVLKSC
# MEKK2mut PB1 HTS: signal of MEK5 binding to mutant human MEKK2 PB1 domain; percent response, % at 10 µM; AID 1530; hit rate 0.35% among 290,000; bead flow cytometry, Alexa488-MEK5 binding to MEKK2 mutant; in the data active = percent response above about 24%, passing the limit was not always enough; also: inactives centre near 1; some results filed as inactive read as strong as hits; reference of the scale not given here
# Starred values were filed as active, the others as inactive; x = no result given; & = joins results of further samples; [ ] = another dose, or the depositor's remark.
SMILES,GalR3 antag,GPR7 antag,MEKK2 WT-MEK5,MEKK3 PB1 HTS,NALP1 inh,V1R ag counter,OXTR ag,PHOSPHO1 inh,MEKK2mut PB1 HTS
CN1c2ccccc2C2(C)CCCC3=Cc4cccc([N+](=O)[O-])c4OC312 (configuration not stated),-4,15,91,98,22,-0.7,-1.7,3,1
O=C(CCC1CCCCC1)NCc1cccnc1,4,-14,102,105,2,-0.2,-0.7,34,8
COC(=O)[C@H](Cc1ccccc1)NC(=O)N1Cc2ccccc2C[C@H]1C(=O)OC,-5,0,100,102,-4,0.2,0.1,27,0
O=C(Nc1nnc(COc2ccccc2)s1)c1ccco1,1,-2,112,109,0,0.5,2.7,-9,10
CCOC(=O)[C@@H]1[C@H]2COc3cc(OC)ccc3[C@@H]2N2C(=O)N(c3cccc(Cl)c3)C(=O)[C@]12C,x,2,95,101,0,-0.1,-1.4,-2,-3
O=C(Nc1ccnn1C1CCN(C2CCCC2)CC1)c1ccccc1,-3,12,109,104,-4,0.0,0.8,-2,11
COC(=O)c1ccc(C)c(NC(=O)CCSc2ccc(C)cc2)c1,-11,-3,100,100,32,5.6,-0.7,-6,19
Clc1ccc2c(c1)C(c1cccs1)=NNC(c1cccnc1)=N2,-4,-5,101,105,-12,-0.2,-0.2,34,-2
COc1ccc(NC(=O)c2ccc(-c3nn(C)c(=O)c4ccccc34)cc2)cc1,5,-8,90,96,10,0.3,-2.0,32,-8
O=c1c(O[C@@H]2O[C@H](CO)[C@@H](O)[C@H](O)[C@H]2O)c(-c2ccc(O)c(O)c2)oc2cc(O)cc(O)c12,x,-19,115&103,113&101,-10,x,x,28,4&6
COc1ccc(C2CC2/C(C)=N/OC(=O)c2cccs2)cc1 (configuration not stated),1,-1,105,99,10,-0.5,-1.1,1,1
O=C(CCc1ccccc1)Nc1nnc(-c2ccccn2)o1,-6,-10,99,95,11,1.1,-0.5,-12,0
O=C(COC(=O)C1CCN(S(=O)(=O)c2cccs2)CC1)NCc1ccccc1,0,-6,96,96,10,1.4,0.6,37,-8
Clc1ccc(-c2nnc(-c3ccccc3Cl)o2)cc1,-6,0,97,100,7,-1.3,-1.3,-10,-1
Cc1nc2c(=O)[nH]c(=S)n(C)c2nc1C,-2,0,101,102,18,0.7,0.3,-18,-1
C=CCn1c(C(C)NC(=O)CC)nc2ccccc21 (configuration not stated),-2,3,98,94,10,0.0,-0.8,-15,-2
Cc1ccc2c(c1)c1nc3ccccc3nc1n2C,-10,-20,101,104,-12,-1.3,-2.7,14,8
O=C(Nc1cnn(Cc2ccc(Cl)cc2)c1)c1cnccn1,-5,12,105,108,14,0.1,-0.2,21,6
COc1cnc(-c2ccccn2)nc1Sc1ccc(Cl)cc1,-5,0,88,84,0,0.9,0.1,17,-11
O=C(c1ccccc1Cl)N1CCN(S(=O)(=O)N2CCCCC2)CC1,-9,1,96,97,20,1.1,2.4,15,4
Cc1ccccc1-c1nc(CS(=O)(=O)CC(=O)N2CCOCC2)c(C)o1,1,-11,103,102,17,1.7,1.1,18,2
CC(=O)N1CCc2cc(N=NC3=C(O)CCCC3=O)ccc21,8,-6,95,95,2,1.0,0.2,28,-6
CC(=O)NCCc1nc2ccccc2n1CCOc1cccc(C)c1,3,-14,101,101,x,0.1,1.1,42,0
CCCCC(CC)C(=O)Nc1cc(C(=O)NCc2ccc(C)cc2)ccc1N1CCC2(CC1)CC(c1ccccc1)=NO2 (configuration not stated),-5,-8,92,101,17,0.7,0.9,-13,-3
Cc1nnc(SCc2cc(=O)n3[nH]cnc3n2)s1,0,-5,107,101,30,0.7,0.2,26,2
Cc1ccc(NC(=O)NNC(=O)c2sccc2-n2cccc2)cc1,4,2,98,100,13,0.9,0.4,44,-4
O=C(COC(=O)C12CC3CC(CC(O)(C3)C1)C2)NC12CC3CC(CC(C3)C1)C2,-3,6,90,77,-9,-0.3,-0.3,52,-7
FC(F)Oc1ccc(NC(=S)NCc2nc3ccccc3[nH]2)cc1,-2,-14,102,101,5,1.1,-0.4,-83,1
COC(=O)c1sc2nc(SCc3ccccc3C)n(N)c(=O)c2c1C,-6,-3,99,99,31,0.5,0.6,-5,-2
CC(C)[C@H](NC(=O)c1ccc(Cl)c([N+](=O)[O-])c1)C(=O)NCc1ccc(Cl)cc1Cl,-2,-5,107,100,21,0.7,0.0,-9,-1
COc1ccc(CNC(=O)c2cc3cccc(OC)c3oc2=N)cc1,-1,-14,110,107,8,-1.4,-1.1,23,7
CC(=O)Nc1ccc(S(=O)(=O)Nc2ccc(-c3ccc4nnc(C)n4n3)cc2)cc1,-2,-18,104,100,-8,0.8,1.1,53,9
N#Cc1c(N)c(C(=O)c2ccc(Cl)cc2)n2c1CCC2,0,-14,90,90,1,0.6,-1.4,-6,-6
CCC1CCCCN1CCCNC(=O)Cn1nc(-c2ccccc2)ccc1=O (configuration not stated),-9,-11,108,101,7,0.1,-0.2,23,4
CCc1ccc2c(c1)C1(NN=C(c3ccc(C)cc3)S1)C(=O)N2 (configuration not stated),0,-1,99,96,5,-1.1,-1.5,2,3
O=C(/C=C/c1cccc([N+](=O)[O-])c1)Nc1ccccc1N1CCOCC1,-3,-13,100,108,10,-1.1,-3.0,0,-1
Cc1ccc(CN2C(=NC(=O)CCC(=O)O)SC3CS(=O)(=O)CC32)cc1 (configuration not stated),4,-3,96,98,x,1.1,1.1,46,-6
CCC(Oc1ccccc1)C(=O)O/N=C(\N)c1ccc(OC)c(OC)c1 (configuration not stated),-1,-14,107,112,6,6.3,0.0,1,4
COc1ccc(N2CCN(c3ccc(NC(=O)/C=C\C(=O)O)cc3)CC2)cc1,-2,-16,104,107,11,-0.5,-0.5,25,4
COc1ccc(NC(=O)NCc2cccnc2)cc1OC,-6,3,96,103,-2,0.3,0.5,23,-4
O=S(=O)(NC1CC1)c1ccc(S(=O)(=O)N2CCN3CCCC3C2)cc1 (configuration not stated),-2,-9,102,105,-12,0.3,-1.3,13,4
CCOc1cc(CNC(=O)CN2C(=O)c3ccccc3S2(=O)=O)ccc1OC,6,6,109,111,17,-0.3,0.5,-23,4
Cc1cc(C)c(OCC(=O)N/N=C/c2ccc3c(c2)OCO3)c(C)c1,-10,2,106,109,12,-0.8,-2.8,-18,2
CCCOc1ccc(N2C(=O)CC(N(O)c3ccccc3)C2=O)cc1 (configuration not stated),-2,-5,100,100,-4,-1.1,-0.8,-10,2
C/C(=N/NC(=S)Nc1ccccc1)c1ccc2c(c1)OCO2,0,-10,97,97,20,0.8,-1.1,-9,-2
Cc1cc(NC(=O)NN2CCOCC2)nn1-c1c(Cl)cc(Cl)cc1Cl,-3,-4,102,102,6,0.9,-0.3,20,7
COc1cccc(C(=O)N(Cc2ccc(N(C)C)cc2)C2CCS(=O)(=O)C2)c1 (configuration not stated),-4,-5,99,98,6,0.2,1.0,11,5
CCC(=O)Nc1nnc(S(=O)(=O)N(CC)c2ccc(Cl)cc2)s1,-11,-5,107,102,26,-0.1,0.7,18,3
COc1cc(/C=C2\SC(=S)N(CC(=O)Nc3ccc(O)cc3)C2=O)cc(OC)c1OC,3,-14,51,67*[inhibitor],10,x,x,0,90*
COc1ccc(C(=O)COC(=O)/C=C/c2ccccc2)cc1,-1,-5,100,98,12,2.1,-0.6,5,1
O=C(NCc1ccc(F)cc1)c1cccnc1,-9,-5,106,102,4,-0.9,0.4,19,0
COc1ccc(C(=O)CC(=O)C(=O)Nc2ccccc2)cc1,-9,-2,105,106,30,0.1,-0.1,34,2
Cc1cccc(NC(=O)CSCC(=O)Nc2nnc(C3CC3)s2)c1,-2,-6,112,104,12,0.2,0.0,19,12
NS(=O)(=O)c1ccc(CCNC(=O)CN2CCN(c3ccccc3F)CC2)cc1,-5,-19,103,101,25,-0.5,-1.2,-10,-1
CC(C(=O)N1CCCC1)N(c1ccccc1)S(C)(=O)=O (configuration not stated),-9,-6,98,89,12,-0.1,-1.5,8,-1
OCC1CCCN(C(=S)NCCc2ccccc2)C1 (configuration not stated),-4,-2,91,89,-2,-0.2,-0.4,-4,-2
Cc1nn(CCCC(=O)N2CCN(c3ccc(F)cc3)CC2)c(C)c1[N+](=O)[O-],-4,-5,97,101,6,2.7,2.0,24,-1
COc1ccc([C@H]2/C=C\CN(C(=O)c3ccc(C)cc3)[C@@H](C)C(=O)N2Cc2ccc(F)cc2)cc1,-6,x,107,107,x,0.6,8.6,x,2
C/C(=N/NC(=O)c1ccoc1C)c1ccc(NC(=O)c2ccncc2)cc1,-1,-4,90,88,12,0.6,-0.7,1,-3
C=CCN1C=C2C(=O)C(C)(OC(=O)c3cccs3)C(=O)C=C2C=C1CCCC(=O)OC (configuration not stated),-4,x,67,72,14,2.6,9.8,26,1

# Copied from the listing for reference:
SMILES,GalR3 antag,GPR7 antag,MEKK2 WT-MEK5,MEKK3 PB1 HTS,NALP1 inh,V1R ag counter,OXTR ag,PHOSPHO1 inh,MEKK2mut PB1 HTS
Cc1cc(NC(=O)NN2CCOCC2)nn1-c1c(Cl)cc(Cl)cc1Cl,-3,-4,102,102,6,0.9,-0.3,20,7
COc1cccc(C(=O)N(Cc2ccc(N(C)C)cc2)C2CCS(=O)(=O)C2)c1 (configuration not stated),-4,-5,99,98,6,0.2,1.0,11,5

# Further results.
SMILES,GalR3 antag,GPR7 antag,MEKK2 WT-MEK5,MEKK3 PB1 HTS,NALP1 inh,V1R ag counter,OXTR ag,PHOSPHO1 inh,MEKK2mut PB1 HTS
Cc1snc(SCC(=O)c2ccc([N+](=O)[O-])cc2)c1C#N,5,-15,100,99,0,x,x,72*,0
CCNCc1cc([N+](=O)[O-])ccc1OCC,-2,-4,100,100,16,1.2,1.1,47,0
Cc1ccc(NC(=O)CN2C(=O)C3C4C=CC(C4)C3C2=O)cc1S(=O)(=O)N(C)C (configuration not stated),-2,-5,107,100,33,0.3,0.3,-1,1
COc1ccc(CNC(=O)CN(C(=O)CCC(=O)Nc2nccs2)c2cccc(C)c2)cc1,-7,6,92,92,9,0.7,-0.1,37,-12
Cc1c(CN2CCC(n3nccc3NC(=O)c3cccc(F)c3)CC2)cnn1C,-2,-5,107,100,8,0.4,0.4,5,4
COc1ccc(C(=O)c2ccccc2Cl)cc1OC,-5,-8,107,104,-9,-1.1,-1.9,54,5
C=CCCC(=O)Nc1nc(C)c(-c2csc(Nc3cccc(OC)c3)n2)s1,-7,-8,114,105,-6,0.2,-2.0,104*,5
CC/C(=N/OC(=O)c1cccc(C)c1)C(=O)c1cccs1,-9,-12,101,103,11,-0.4,-3.1,9,2
Fc1ccccc1CNc1nc(-c2cccnc2)nc2ccccc12,-12,1,21*[inhibitor],104,16,1.5,0.6,-9,31*
COc1cc(-c2nc(-c3ccc(NC(=O)c4ccc5c(c4)OCO5)cc3)no2)cc(OC)c1OC,-2,-1,45*[inhibitor],111,18,1.5,0.3,-22,-2
CCO[C@H]1OC(C(=O)N2CCN(Cc3ccccc3)CC2)=C[C@@H](c2cn(C(C)=O)c3ccccc23)[C@@H]1CCCO,-5,-8,106,86,0,1.1,4.2,18,6
CCCCNc1nc(-c2ccccc2)nc(-n2ccnc2)n1,-4,-7,103,105,44*,-0.1,-1.3,12,-1
N#C/C(=C/c1cn(-c2ccccc2)nc1-c1cccc(S(=O)(=O)N2CCCC2)c1)C(=O)NCc1ccco1,14*,-6,95,95,23,1.6,0.5,-7,-2
O=C(c1cnn2c(C(F)(F)F)cc(-c3ccc(Br)cc3)nc12)N1CCOCC1,2,-2,104,104,-19,x,x,-3,3
O=C(Nc1ccc(Cl)cc1-c1nc2ccccc2s1)c1ccco1,x,1,97,100,-8,0.7,-0.7,9,3
O=C(CSc1nnc(CNC(=O)c2c(F)cccc2F)o1)NCc1ccccc1,-3,-12,104,103,14,1.1,-0.8,29,4
